# ARFGAP1 inh: inhibitors of rat ARFGAP1. Q62848. Arfgap1-stimulated ARF1 GTP hydrolysis, GDP FP detection. inhibition, % at 16.5 µM. 360,000 tested, 0.26% active. AID 651572;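 active means inhibition above a per-plate limit, mean inhibition of low control wells plus 3 SD, cut at about 25% in these data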;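 further: 0% = DMSO wells with enzyme and 100% = wells lacking Arfgap1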
# Target sequence (Q62848 1-136 limits assumed): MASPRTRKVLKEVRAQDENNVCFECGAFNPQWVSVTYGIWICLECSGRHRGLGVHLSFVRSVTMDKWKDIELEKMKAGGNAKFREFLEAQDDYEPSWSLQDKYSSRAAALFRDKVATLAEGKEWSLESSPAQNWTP
#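 system = rat Arfgap1 catalytic domain, aa 1-136 | technique = FP, GDP Alexa 633 tracer displaced from anti-GDP antibody, 620/688 nm | compound = one concentration, 16.5 µM, DMSO 1.26% | medium = HEPES-based buffer, pH 7.5 | timing = compound-enzyme preincubation 20 min, reaction 120 min, detection 60 min, 25 °C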
# ASAP1 GAP inh: inhibitors of human ASAP1 ArfGAP activity; 360,000 tested, 0.19% active; AID 624377; inhibition, % at 16.5 µM; ASAP1-stimulated ARF1 GTP hydrolysis, GDP FP detection; Q9ULH1; in the data active means inhibition above about 25%;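 further: 0% = vehicle with enzyme and substrate and 100% = no enzyme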
# Tn6 DDE FP: disrupts Tn6 cyclic peptide binding to fibrin D-Dimer-E complex; inhibition, % at 8.3 µM; Fibrin DD(E) TRITC-Tn6 fluorescence polarization displacement; 370,000 tested, 0.21% active; P02675;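 active means inhibition above a per-campaign cutoff: mean of compounds within control limits plus 3 SD, cut at about 15% in these data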;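 further: 0% = median of all compound wells on the plate and 100% = blocking peptide control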
# SIAE primary: inhibitors of human sialic acid acetylesterase SIAE. Q9HAT2. SIAE FP-Rh probe binding, fluorescence polarization. inhibition, % at 9.66 µM. 370,000 tested, 0.69% active;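 active means inhibition above a cutoff: mean of compounds within the control limits plus 3 SD of those, cut at about 17% in these data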;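 further: 0% = plate median of compound wells and 100% = probe without SIAE protein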
# Target sequence (Q9HAT2 whole entry, looked up): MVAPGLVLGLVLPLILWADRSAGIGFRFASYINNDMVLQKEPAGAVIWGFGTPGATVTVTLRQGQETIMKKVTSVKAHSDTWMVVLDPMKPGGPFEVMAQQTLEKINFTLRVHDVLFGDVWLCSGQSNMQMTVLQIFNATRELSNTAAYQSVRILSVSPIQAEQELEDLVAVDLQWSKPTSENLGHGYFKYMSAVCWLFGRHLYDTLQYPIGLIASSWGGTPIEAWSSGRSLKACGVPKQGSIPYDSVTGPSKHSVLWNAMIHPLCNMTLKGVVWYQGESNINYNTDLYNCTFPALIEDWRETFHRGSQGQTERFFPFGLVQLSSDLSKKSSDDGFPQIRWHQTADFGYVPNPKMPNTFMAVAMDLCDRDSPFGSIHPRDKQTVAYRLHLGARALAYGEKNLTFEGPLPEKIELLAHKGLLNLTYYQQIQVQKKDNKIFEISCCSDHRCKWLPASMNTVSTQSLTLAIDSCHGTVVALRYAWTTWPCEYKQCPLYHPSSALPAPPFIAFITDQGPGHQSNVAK
# ADAM10 inh: inhibitors of human ADAM10; O14672; recombinant ADAM10, EDANS/DABCYL FRET peptide cleavage, 3 h; inhibition, % at 7 µM; 370,000 tested, 0.62% active; AID 720582;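 active means inhibition above a per-campaign cutoff equal to the mean of compounds falling between control-based bounds plus 3 SD, cut at about 20% in these data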;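 further: 0% = DMSO wells while the 100% control is not disclosed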
# DDE Tn7 FP inh: disrupts Tn7 cyclic peptide binding to fibrin D-Dimer-E complex. P02675. FP displacement of FITC-Tn7 peptide from fibrin DD(E); 0% = median of compound wells per plate. inhibition, % at 8.3 µM. 370,000 tested, 0.13% active;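 active means inhibition above the mean of compounds falling within the control limits plus 3 SD of them, cut at about 14% in these data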;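 further: 0% = plate median of compound wells and 100% = 10 µM Aha-Tn7 peptide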
#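 Assay system: human fibrin DD(E). Input: DD(E) 2 µM final. Medium: Tris buffer with calcium and detergent, pH 7.8. Compound dosing: single point at 8.3 µM. Timing: 10 min plus 3 h, room temperature. Technique: fluorescence polarization of the labelled Tn7 tracer. Read-out: percent inhibition. Replicates: singlicate testing.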
# PLCb3 inh: blocks human PLC-beta3 enzyme activity; Q01970; Purified PLC-beta3, fluorogenic substrate, fluorescence; inhibition, % at 12.2 µM; 370,000 tested, 0.18% active; AID 720704; in the data active means inhibition above about 11%;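 further: 0% = median of compound wells on plate and 100% = full blocker control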
# TDP2 inh: blocks human TDP2 phosphodiesterase activity; O95551; recombinant TDP2, T5PNP hydrolysis, p-nitrophenol absorbance 415 nm; inhibition, % at 12.8 µM; 370,000 tested, 0.34% active; AID 720702;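 active means inhibition above the mean of all tested compounds plus 3 SD, set per campaign, cut at about 25% in these data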;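 further: 0% = DMSO with enzyme and 100% = buffer with substrate but no TDP2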
# Target sequence (O95551 whole entry, looked up): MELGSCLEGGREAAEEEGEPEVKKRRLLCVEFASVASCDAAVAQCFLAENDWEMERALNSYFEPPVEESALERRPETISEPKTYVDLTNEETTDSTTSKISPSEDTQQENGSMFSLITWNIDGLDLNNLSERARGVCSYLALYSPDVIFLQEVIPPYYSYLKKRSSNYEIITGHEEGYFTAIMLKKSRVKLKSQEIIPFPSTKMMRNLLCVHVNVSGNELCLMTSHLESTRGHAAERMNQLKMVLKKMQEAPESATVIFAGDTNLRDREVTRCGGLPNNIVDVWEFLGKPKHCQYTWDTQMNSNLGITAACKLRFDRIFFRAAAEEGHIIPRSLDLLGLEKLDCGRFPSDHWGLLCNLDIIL
#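 System – recombinant human TDP2 · Quantity – TDP2 enzyme at 120 nM final · Doses – single concentration, 12.8 µM nominal, with 1% DMSO · Incubation – 2 h at 37 °C · Measured by – epi absorbance of p-nitrophenol freed from T5PNP by hydrolysis · Read-out – % inhibition relative to enzyme-containing and enzyme-free wells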
# ADAM17 inh: inhibitors of human ADAM17. recombinant ADAM17, EDANS/DABCYL FRET peptide cleavage. 370,000 tested, 0.83% active. AID 720648. inhibition, % at 6.95 µM. P78536;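 active means inhibition above the mean of compounds lying between control limits plus 3 SD, set per campaign, cut at about 8.5% in these data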;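 further: 0% = DMSO-only wells as the low control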
# PLCg1 inh: PLC-gamma1 (human) inhibition, primary screen | P19174 | purified PLC-gamma1, fluorogenic substrate, fluorescence | inhibition, % at 12.2 µM | 370,000 tested, 0.84% active | AID 720700; in the data active means inhibition above about 9.5%
# The depositor's hits bear a star; i = inactive; . = not tested or not shown.
SMILES,ARFGAP1 inh,ASAP1 GAP inh,Tn6 DDE FP,SIAE primary,ADAM10 inh,DDE Tn7 FP inh,PLCb3 inh,TDP2 inh,ADAM17 inh,PLCg1 inh
Cc1ccc(S(=O)(=O)N2CCN(CC(=O)NC(=O)NCc3ccccc3)CC2)cc1C,-8.9,-3.8,-3.1,3.3,3.1,3.9,-2.0,2.2,-0.9,3.4
CCN(CC)S(=O)(=O)c1ccc(/C=C/C(=O)OCC(=O)NCc2ccc3c(c2)OCO3)cc1,1.6,1.4,-2.2,-2.7,5.5,1.2,-8.0,1.5,-2.8,-0.2
O=C(COc1ccc(Cl)cc1)NC(=S)Nc1ccccc1N1CCOCC1,22.7,-4.1,1.3,-11.7,1.4,2.6,-3.0,-0.5,-0.6,-1.3
COc1ccc(N(C(=O)Cc2cccs2)C(C(=O)NC2CCCCC2)c2cccn2C)cc1OC (configuration not stated),-6.9,-1.1,2.3,6.3,0.0,6.9,1.4,-1.6,0.3,-5.6
Cc1ccc2oc(=O)c3cnn(CC(=O)Nc4ccccc4N4CCN(C)CC4)c3c2c1,-2.5,-8.8,0.2,8.6,-3.5,3.2,2.0,5.0,-2.8,0.9
Cn1c(SCc2cccc(Cl)c2)nc(C(F)(F)F)cc1=O,-11.7,-8.5,-1.0,0.6,3.7,-10.7,4.7,2.9,0.7,2.7
O=C(O)c1ccc(S(=O)(=O)NCC2CCCO2)cc1 (configuration not stated),-2.1,7.7,-3.3,-1.2,7.0,2.9,-2.7,-24.1,1.1,11.0*
COCCN(Cc1cc2cc3c(cc2nc1Cl)OCO3)C(=O)Nc1ccccc1OC,7.8,17.1,3.4,-6.7,3.2,-9.2,7.8,-10.9,2.4,5.8
COc1ccc(Cl)cc1NC(=O)CSc1nc(NS(=O)(=O)c2ccccc2)cc(=O)[nH]1,5.1,5.7,6.4,-67.5,4.9,-7.2,-7.2,11.8,0.2,0.9
CCOC(=O)Nc1cccc(OCC(=O)Nc2ccc(OC)cc2OC)c1,7.8,4.3,-8.2,3.8,-8.6,5.5,-2.4,-5.3,-5.2,-0.8
Nc1cc(C(=O)OCC(=O)NNC(=O)c2ccccc2F)ccc1Cl,-4.2,-18.9,-1.1,-8.3,-57.1,4.5,-35.0,-1.3,-13.7,-22.9
Cc1ccc(NC(=O)CCn2nnc3ccccc32)cc1,3.5,-5.2,-0.6,-1.1,1.9,-5.8,-3.0,3.8,0.7,1.7
COc1cccc(NC(=O)OCCN2CCN(Cc3ccccc3)CCC2=O)c1,-2.8,3.0,8.5,-4.9,0.6,1.6,0.6,-0.1,-1.8,1.7
CC(=NNc1ccc([N+](=O)[O-])cn1)c1ccc(N)cc1,-6.6,2.6,-0.9,4.5,-2.9,-4.7,-25.5,-1.4,-2.2,-19.7
O=C(O)CCc1ccc(-c2ccc(F)cc2)n1Cc1ccco1,-5.5,2.6,-7.3,6.0,-38.0,-0.3,-26.9,-11.2,-12.8,-23.1
COc1ccc(C(=O)Nc2nccs2)cc1[N+](=O)[O-],3.8,0.5,2.3,-3.3,-1.8,5.5,-0.1,5.5,-5.2,1.8
Cc1ccc(C2(C)NC(=O)N(CC(=O)NC3CCCCC3)C2=O)cc1 (configuration not stated),-5.7,17.2,4.8,3.3,-15.2,1.0,-4.4,-11.8,-3.9,-2.2
O=C1CC(c2c(F)cccc2Cl)C2=C(COC2=O)N1 (configuration not stated),9.0,-3.7,4.6,-2.3,-0.6,-0.7,3.0,0.8,-1.2,0.3
O=C(NCC(=O)N1CCN(C(=O)c2ccco2)CC1)c1ccccc1,-10.8,-2.1,-9.1,-2.1,-42.6,-0.8,-0.1,-16.0,-1.7,5.7
O=C(CSc1nnc(COc2ccccc2Cl)o1)NC(=O)NCc1ccco1,14.3,3.5,-1.5,2.4,1.8,3.0,-6.9,12.1,-0.8,-0.2
CC(NS(=O)(=O)c1ccc(Br)s1)c1ccccc1 (configuration not stated),11.4,3.6,-2.8,0.8,6.2,-2.8,-4.0,-0.6,3.1,2.2
CN(c1cccc(NC(=O)c2ccc(N(C)S(=O)(=O)c3ccccc3)cc2)c1)S(C)(=O)=O,-15.9,-2.0,1.2,3.4,12.1,-0.5,1.3,-8.9,5.1,-0.6
Cc1nc2cc(-c3ccc(Br)cc3)[nH]n2c(=O)c1Cl,-12.3,-3.6,5.7,0.0,13.6,-3.4,-1.5,-2.6,-0.2,0.9
O=c1c2nnn(-c3ccc(Cl)cc3)c2ncn1Cc1ccccn1,4.6,6.1,6.3,-1.7,-0.1,-1.4,-6.9,6.3,-3.8,1.9
Cc1cc(C)nc(NC(=O)CSc2nn(-c3ccccc3)c(=S)s2)n1,-4.6,-8.5,-5.9,5.6,5.8,-7.2,-4.8,10.9,1.5,-1.9
# Later entries.
SMILES,ARFGAP1 inh,ASAP1 GAP inh,Tn6 DDE FP,SIAE primary,ADAM10 inh,DDE Tn7 FP inh,PLCb3 inh,TDP2 inh,ADAM17 inh,PLCg1 inh
Cc1onc(-c2ccccc2)c1C(=O)OCCOc1ccc([N+](=O)[O-])cc1[N+](=O)[O-],17.7,3.3,-3.1,9.6,11.4,-0.7,0.6,2.3,0.4,1.6
O=C(OCc1cc(=O)n2c(n1)sc1ccccc12)c1cccc(O)c1,-4.5,-0.7,0.1,9.9,-6.8,5.6,-13.0,9.6,-2.9,-6.9
CCOc1ccc(OCc2ccc(C(=O)O)o2)cc1,-7.4,-1.7,0.2,39.4*,-4.0,6.1,0.4,7.9,-7.4,-2.0
CC(C)(C)c1nc(S(=O)(=O)c2ccc(Cl)cc2)c(N2CCOCC2)o1,9.9,3.2,-3.6,7.9,4.6,3.2,-1.8,1.8,-0.5,3.6
Cc1cccc(C)c1NC(=O)CN(C)C(=O)CCc1nc2sc3c(c2c(=O)[nH]1)CCCC3,9.4,-11.3,3.2,-2.1,-34.8,-0.7,-26.5,-0.4,-5.9,-15.2
CC(C)(C)OC(=O)/C=C/[C@H](CCCCl)Sc1ccc(C(C)(C)C)cc1,.,.,7.3,1.6,18.5,0.3,7.8,-1.9,7.1,-0.1
CC(=O)c1c(C)[nH]c(C(=O)Nc2ccc(Cl)cc2)c1C,12.4,10.8,-6.2,-2.1,-4.9,0.1,-8.3,-16.2,1.9,-1.2
Cc1ccc(NC2=CC(=O)OC(C)C2)cc1 (configuration not stated),11.0,-13.2,6.0,-1.4,i,5.7,-459.3,-9.7,-337.4,-360.6
CCOC(=O)N1CCN(C(=O)C2CCN(S(=O)(=O)c3ccc(C)cc3)CC2)CC1,6.5,-11.3,6.0,0.8,-3.0,5.2,3.5,5.5,0.6,2.0
CCC1CSC(Nc2ccc(C(=O)/C=C/c3ccc(Br)cc3)cc2)=N1 (configuration not stated),1.6,-2.7,3.5,-16.9,3.3,-2.3,-11.8,-6.4,4.4,-9.9
CCCN(CC(=O)Nc1ccccc1C)CC(=O)Nc1ccc(Br)cc1F,0.8,-17.1,-1.8,-6.2,17.5,10.9,-0.8,-9.1,3.5,3.6
O=C(NNC(=O)c1cnccn1)c1ccc(Cl)cc1,4.3,2.6,2.4,6.8,-3.5,2.2,-6.5,5.6,-1.8,0.6
CCCCOC(=O)c1ccc(Nc2ncnc3nc[nH]c23)cc1,-12.6,4.8,-0.5,-1.7,-15.3,4.8,-12.9,7.8,-1.7,-12.1
Cc1cccc(-c2nnc(-c3ccc(N)cc3)o2)c1,4.7,-5.4,-5.1,-6.2,-270.3,0.6,i,1.8,-82.2,i
O=C(Nc1ccccc1)C1=C[C@H](c2ccc(C(F)(F)F)cc2)C[C@H](OCc2ccc(CO)cc2)O1,0.9,10.7,-3.6,-19.6,26.3*,1.6,-4.7,-12.9,8.6*,-0.6
CC(OC(=O)/C(C#N)=C/c1ccc(N(C)C)cc1)C(=O)N(C)c1ccccc1 (configuration not stated),-13.3,17.1,1.6,-74.4,2.4,-5.2,-46.9,-17.4,4.2,-49.1
O=C(Nc1nnc(C2CC2)s1)c1ccco1,-10.7,-2.0,-3.3,-3.9,1.5,2.9,1.1,2.9,-1.7,-1.1
CCCNC(=O)c1ccc(Cn2c(=S)[nH]c3c([nH]c4ccc(OC)cc43)c2=O)cc1,-2.2,1.9,-1.3,1.4,-15.3,5.5,-12.0,6.7,-3.8,-2.9
Cc1ccccc1-c1nc(S(=O)(=O)c2ccccc2)c(N2CCCC2)o1,4.6,-9.3,11.3,-8.5,-10.5,-4.1,-3.4,-1.6,0.1,0.9
Cc1cc(Cl)c(O)c(-n2nc3ccccc3n2)c1,0.2,20.1,8.0,-6.6,1.1,0.1,-4.3,-2.9,-3.7,0.0
COc1ccc2oc(C(=O)OCC(=O)Nc3ccc(C(=O)N(C)C)cc3)c(C)c2c1,-1.5,2.7,-3.9,1.9,-107.7,-2.8,-49.1,13.8,-33.1,-31.0
O=C(Oc1ccc(C(=S)N2CCOCC2)cc1)c1cc([N+](=O)[O-])cc([N+](=O)[O-])c1,4.9,2.7,0.5,0.7,0.5,-0.1,-2.0,5.3,-2.4,-1.3
Cc1cc(C)c(C)c(S(=O)(=O)NC2CCCCC2)c1C,6.6,4.7,5.9,-14.0,4.1,3.2,-5.7,-6.8,2.4,0.1
O=C(N/N=C\c1ccc(F)cc1)c1csnn1,18.0,-8.9,-7.5,-1.2,4.7,6.9,2.6,6.1,-1.1,-0.6
CC1=CC(C)(C)N2C(=O)C3(C(C#N)=C(N)Oc4cc(C)oc(=O)c43)c3cccc1c32 (configuration not stated),6.6,-10.9,1.6,5.4,-3.9,-4.6,0.9,6.0,-3.8,-0.7
O=C(NNC(=O)c1ccccc1[N+](=O)[O-])c1ccc(NC(=O)c2ccccc2)cc1,-2.8,-5.3,5.0,-6.0,-1.9,-1.0,-2.8,-1.5,1.0,-0.8
CC1CN(S(=O)(=O)c2cc(C(=O)N(C)Cc3cccs3)ccc2Cl)CC(C)O1 (configuration not stated),10.6,5.1,2.9,0.5,-5.2,-3.8,-1.6,-0.2,-4.4,0.0
O=C(CC(NCc1ccccn1)C(=O)O)Nc1ccccc1Cl (configuration not stated),9.3,0.5,3.7,-1.5,-5.4,-2.5,1.2,-10.1,0.4,4.6

# Entries of single compounds, looked up by structure. Order of screens: ARFGAP1 inh, ASAP1 GAP inh, Tn6 DDE FP, SIAE primary, ADAM10 inh, DDE Tn7 FP inh, PLCb3 inh, TDP2 inh, ADAM17 inh, PLCg1 inh
# CC1CN(S(=O)(=O)c2cc(C(=O)N(C)Cc3cccs3)ccc2Cl)CC(C)O1 (configuration not stated) as listed: 10.6, 5.1, 2.9, 0.5, -5.2, -3.8, -1.6, -0.2, -4.4, 0.0
# O=C(Nc1ccccc1)C1=C[C@H](c2ccc(C(F)(F)F)cc2)C[C@H](OCc2ccc(CO)cc2)O1 as listed: 0.9, 10.7, -3.6, -19.6, 26.3*, 1.6, -4.7, -12.9, 8.6*, -0.6

# Screening data from PubChem.
